High-throughput results (PubChem)
Diaphorase act = activates diaphorase or chemically reduces, flagging diaphorase assay artifacts; Diaphorase/resazurin coupled assay, resorufin fluorescence, 16 min; stronger effect = higher value; 1 = vehicle wells, 0 = NADH-free wells; activation factor at 20 µM; 190,000 tested, 0.005% active; AID 1229;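 active means diaphorase activity raised at least twofold by the compound at 20 µM; inactive means activation factor below 2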
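Measured by – red resorufin fluorescence at 544/590 nm excitation/emission · Test system – Clostridium kluyveri diaphorase, purified enzyme · Incubation – reaction time 16 min, room temperature · Buffer or medium – 50 mM HEPES pH 7.4 with 4.542 mM MgCl2, 0.005% Tween 20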
PMI act satM6P = PMI (human) activation, high substrate; coupled PMI enzyme assay, resazurin fluorescence, 20 min; stronger effect = higher value; 1 = untreated enzyme, 0 = substrate-free blank; AID 1216; activation factor at 20 µM; 190,000 tested, 0.34% active;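 active means activation factor of 2 or more at 20 µM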
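Material: human phosphomannose isomerase with PGI, G6PDH, diaphorase coupling enzymes / Reagent: Man-6-P substrate 1.0 mM / Dosing: single compound dose of 20 µM, 1% DMSO final / Incubation: enzyme reaction with compound 20 min at room temperature / Signal: resorufin fluorescence (Ex 544/Em 590 nm) from resazurin via diaphorase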
TNAP inh noacc = blocks human TNAP activity with no phosphate acceptor present; P05186; purified TNAP, CDP-star luminescence, 30 min; inhibition, % at 20 µM; 200,000 tested, 0.26% active; AID 1012;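 active means tissue-nonspecific alkaline phosphatase inhibition above about 50% at 20 µM in the single-dose screen, limit read from the data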;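 further: 0% = DMSO negative control and 100% = EDTA positive control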
Target sequence (P05186 whole entry, looked up): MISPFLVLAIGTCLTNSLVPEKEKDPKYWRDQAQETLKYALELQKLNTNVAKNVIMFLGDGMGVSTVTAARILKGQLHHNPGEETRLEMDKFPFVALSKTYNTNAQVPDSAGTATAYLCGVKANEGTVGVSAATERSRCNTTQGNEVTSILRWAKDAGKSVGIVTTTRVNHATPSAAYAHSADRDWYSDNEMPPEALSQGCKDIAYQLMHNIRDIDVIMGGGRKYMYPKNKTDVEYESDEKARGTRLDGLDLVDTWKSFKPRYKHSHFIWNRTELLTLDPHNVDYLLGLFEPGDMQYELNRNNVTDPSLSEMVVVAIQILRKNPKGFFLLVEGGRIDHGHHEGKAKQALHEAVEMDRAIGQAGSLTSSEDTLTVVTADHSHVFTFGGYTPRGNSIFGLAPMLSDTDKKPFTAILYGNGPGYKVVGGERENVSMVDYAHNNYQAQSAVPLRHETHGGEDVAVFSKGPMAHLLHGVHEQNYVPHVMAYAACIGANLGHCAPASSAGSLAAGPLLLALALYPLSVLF
Diaph inh CS = counter-screen for diaphorase-based assays: diaphorase inhibitors and chemical oxidizers; diaphorase resazurin-to-resorufin fluorescence, NADH, 16 min; bacterial (C. kluyveri) enzyme, not human; 190,000 tested, 0.69% active; inhibition, % at 20 µM;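 active means primary screen inhibition at 20 µM above a set limit, cut at about 50% in these data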;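 further: plate controls were DMSO with full reaction for no effect and wells lacking NADH for full effect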
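System: Diaphorase enzyme from Clostridium kluyveri | Amount: Enzyme working solution with 0.14 U/mL diaphorase | Benchmarks: No-NADH positive control and DMSO neutral control | Signal: Fluorescence of resorufin formed from resazurin, Ex 544/Em 590 nm | Schedule: 16-min room-temperature incubation before reading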
FLuc act counter = affects firefly luciferase, flagging false hits in luciferase stimulation screens | 200,000 tested, under 10 active | activation factor at 10 µM | P08659 | ATPlite luciferase biochemical, luminescence, 10 min; 0 = ATP-free wells, 1 = DMSO control;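 active means luciferase activation factor, scaled between plate controls, of at least 2 with compound at 10 µM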
Target sequence (P08659 whole entry, looked up): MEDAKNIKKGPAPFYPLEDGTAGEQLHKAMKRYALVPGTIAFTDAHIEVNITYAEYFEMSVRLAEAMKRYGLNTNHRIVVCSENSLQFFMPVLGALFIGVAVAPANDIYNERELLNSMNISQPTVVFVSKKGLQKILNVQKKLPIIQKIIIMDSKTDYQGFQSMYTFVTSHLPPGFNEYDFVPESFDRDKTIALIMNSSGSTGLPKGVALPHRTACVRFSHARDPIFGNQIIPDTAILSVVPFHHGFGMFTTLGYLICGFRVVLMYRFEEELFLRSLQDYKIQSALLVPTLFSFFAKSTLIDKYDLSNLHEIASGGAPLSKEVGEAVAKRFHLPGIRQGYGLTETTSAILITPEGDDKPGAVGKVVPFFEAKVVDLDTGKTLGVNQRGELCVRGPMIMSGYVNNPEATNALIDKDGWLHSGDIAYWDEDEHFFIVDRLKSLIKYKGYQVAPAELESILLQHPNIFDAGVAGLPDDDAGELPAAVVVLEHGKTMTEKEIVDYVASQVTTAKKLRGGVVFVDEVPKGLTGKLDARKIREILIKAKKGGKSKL
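System: cell-free luciferase reagent; medium: PBS as buffer for the ATP substrate; doses: test compounds dosed from 2 mM stocks in 100% DMSO; incubation: 10 min, room temperature; measured by: luminescence from luciferase reaction; read-out: luciferase activation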
TNAP act hi DEA = increases human TNAP activity under high phosphate acceptor concentration | AID 1136 | purified TNAP, CDP-star luminescence, 1 M DEA, 30 min; stronger effect = higher value; 0 = EDTA background, 1 = DMSO-only activity | 200,000 tested, under 10 active | activation factor at 20 µM;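 active means activation factor at least 2 at 20 µM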
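Assay system: human TNAP; Input: enzyme diluted 1/800 final; Reagent: CDP-star luminogenic substrate at 100 µM final; Timing: 30 min, room temperature; Signal: luminescence; Evaluation: TNAP activation factor scaled between EDTA and DMSO control wells.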
PMI act = activators of human phosphomannose isomerase; purified human PMI, coupled resazurin fluorescence, 20 min; stronger effect = higher value; 1 = vehicle control, 0 substrate-free wells; 190,000 tested, 0.005% active; activation factor at 20 µM; P34949;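 active means activation factor of 2 or more at 20 µM, relative to plate controls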
Efa HMGR inh = inhibitors of class II HMG-CoA reductase from Enterococcus faecalis. purified E. faecalis HMGR, NADPH absorbance 340 nm kinetic. inhibition, % at 10 µM. 190,000 tested, 0.41% active;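 active means inhibition above a set limit, the median over all tested compounds plus 3 SD, cut at about 9.5% in these data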;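 further: enzyme runs in reverse so mevalonate oxidation gives rising NADPH absorbance; 0% = complete reaction with DMSO and 100% = background rate lacking mevalonate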
G6PDH counter = inhibits Leuconostoc G6PDH, flagging false hits in G6PDH-based assays. Purified L. mesenteroides G6PDH, diaphorase/resazurin coupled fluorescence, 45 min. inhibition, % at 5 µM. 200,000 tested, 0.12% active. AID 1020; in the data active means inhibition above about 50%
TNAP inh hi DEA = TNAP (human) inhibition, high acceptor. purified TNAP, CDP-star luminescence, 1 M DEA. 200,000 tested, 0.03% active. inhibition, % at 20 µM. P05186. AID 1135;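 active means over 50% inhibition of tissue-nonspecific alkaline phosphatase at 20 µM in the single-dose screen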;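 further: plate controls were DMSO wells for no effect and EDTA-quenched wells as full inhibition for full effect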
Numbers without * were called inactive; / = not tested or not shown.

SMILES	Diaphorase act	PMI act satM6P	TNAP inh noacc	Diaph inh CS	FLuc act counter	TNAP act hi DEA	PMI act	Efa HMGR inh	G6PDH counter	TNAP inh hi DEA
COCC(=O)OCC(=O)Nc1cc(C)c(C)cc1[N+](=O)[O-]	0.9	0.8	-1.6	5.7	1	1	1.1	-0.4	12.0	0.8
COc1ccccc1NC(=O)Nc1ccc(N2CCOCC2)cc1	0.8	0.8	-13.6	15.9	0.5	1	1	-1.4	3.4	-4.7
Cc1ccc(C(=O)NNC2=Nc3cccc4cccc2c34)cc1	1.1	1	-28.2	-5.3	1	0.8	1	-7.7	-36.8	22.0
O=C(N/N=C/c1ccc(Sc2nc3ccccc3s2)c([N+](=O)[O-])c1)c1ccccn1	0.9	1	-1.3	8.8	1.1	1	1.1	6.0	3.6	-2.8
CC(=O)NC(c1ccc(C)cc1)c1cc([N+](=O)[O-])c2cccnc2c1O (configuration not stated)	0.4	0.4	14.5	60.2*	1.1	0.9	0.7	-4.7	60.7*	13.1
CCCCCCCCNC(=S)NCCN1CCCCC1	0.9	1.1	-0.9	8.4	1.1	1	1	-18.0	4.6	-1.7
O=C(Cn1cncn1)N1CCN(c2ccc(F)cc2)CC1	0.9	1	-12.9	9.9	1.1	1.1	0.9	-3.3	2.2	-6.1
COc1cccc(/C=C/C(=O)c2cccc([N+](=O)[O-])c2)c1OC	0.6	0.7	-5.4	35.3	0.9	1	0.8	-7.6	7.4	-1.6
Cn1cc([N+](=O)[O-])c(C(=O)Nc2ccn(Cc3c(F)c(F)cc(F)c3F)n2)n1	1.1	1.2	-8.7	-6.9	1	1.1	1.2	-1.4	6.4	-9.1
CC(=NCCc1c(C)[nH]c2ccc(OC(F)(F)F)cc12)C1=C(O)CC(c2ccccc2)CC1=O (configuration not stated)	0.8	0.9	-14.7	23.4	1	1.1	0.9	11.5*	-2.5	-6.3

One compound at a time, as listed above. Order of values: Diaphorase act, PMI act satM6P, TNAP inh noacc, Diaph inh CS, FLuc act counter, TNAP act hi DEA, PMI act, Efa HMGR inh, G6PDH counter, TNAP inh hi DEA
Results for O=C(Cn1cncn1)N1CCN(c2ccc(F)cc2)CC1 = 0.9, 1, -12.9, 9.9, 1.1, 1.1, 0.9, -3.3, 2.2, -6.1
Results for O=C(N/N=C/c1ccc(Sc2nc3ccccc3s2)c([N+](=O)[O-])c1)c1ccccn1 = 0.9, 1, -1.3, 8.8, 1.1, 1, 1.1, 6.0, 3.6, -2.8

(continued)
SMILES	Diaphorase act	PMI act satM6P	TNAP inh noacc	Diaph inh CS	FLuc act counter	TNAP act hi DEA	PMI act	Efa HMGR inh	G6PDH counter	TNAP inh hi DEA
O=C(c1ccco1)N1CCN(C(=O)c2nn3cccnc3c2Cl)CC1	1	1	-9.5	4.7	1	1	1	-3.4	4.2	-3.5
C=CCn1c(-c2ccc(OC)cc2)nc2ccccc21	1	1	-9.1	-2.6	0.6	1	0.9	-3.9	-1.1	-1.1
CS(=O)(=O)N1CCC(CO)(Cc2ccccc2C(F)(F)F)CC1	0.9	0.9	-4.4	6.8	1	1	0.9	-7.7	5.8	-3.2
O=C(O[C@@H]1OC2COC(=O)c3cc(O)c(O)c(O)c3-c3c(cc(O)c(O)c3O)C(=O)O[C@@H]([C@H]1O)[C@@H]2O)c1cc(O)c(O)c(O)c1	0.4	0.8	-30.6	61.7*	1	0.9	0.5	/	8.2	6.0
Cc1cc2nnc(SCC(=O)N3CCOCC3)n2c2ccccc12	1	0.9	2.9	2.6	1	1	1	-0.5	7.5	0.2
Cc1cccc(C)c1NC(=S)Nc1ccccc1C(=O)NCc1ccco1	0.9	1	5.7	8.3	1	1	0.9	-2.3	10.4	0.3
S=c1nc(-c2cccc(Cl)c2)[nH][nH]1	0.8	1	-12.3	20.3	1	1	0.7	4.5	2.1	-2.9
O=C(Nc1cnn(Cc2ccc(Cl)cc2Cl)c1)c1cc(-c2cccs2)on1	0.9	0.9	-2.5	9.9	1	1	0.9	-6.1	7.1	0.2
Cc1cc(C(=O)CSc2cccc[n+]2[O-])c(C)n1-c1ccc(Br)cc1	1.1	1	-12.8	-5.0	0.9	1	1.1	-12.4	3.1	0.2
O=C(N1CCOCC1)N1CCOCC1	1	1	-12.2	0.3	1	1	1	-3.0	1.4	-4.8
COc1ccc(OCC(=O)Nc2nc3ccc(NC(C)=O)cc3s2)cc1	0.9	1	-6.0	9.5	1	1.1	0.9	-3.3	5.5	-7.3
Cc1cccc(C)c1NC(=O)CSc1nnc(-c2ccncc2)n1Cc1ccco1	0.9	1	-9.1	9.0	1	1.1	1	5.2	-0.4	-6.4
COc1ccc2c(COC(=O)CNC(=O)C34CC5CC(CC(C5)C3)C4)cc(=O)oc2c1	0.8	1	8.7	20.2	1.2	1	0.9	-3.0	-23.0	-2.2
CCCOc1ccc(C(O)(CCC)CCN2CCCCC2)cc1 (configuration not stated)	1	1.1	-9.2	2.9	1.1	1.1	1.1	-0.8	-0.2	-6.7
O=C(COc1cccc(Cl)c1Cl)Nc1ccc2c(c1)CCC2	1	1.1	-16.0	-3.3	1.1	1	1	-5.2	-5.6	-4.2
O=S1(=O)CCC(NS(=O)(=O)/C=C/c2ccccc2)C1 (configuration not stated)	1	1	-10.2	4.6	1.1	1	1	0.1	-20.3	-2.2
COc1ccc(OC)c(NC(=O)Nc2ccccc2C)c1	0.9	1	-0.6	8.7	1	1	1	-0.1	9.7	-0.9
O=C(NCC1CCCO1)c1csc(Nc2cccc3ccccc23)n1 (configuration not stated)	/	/	-10.7	/	1	1	/	-0.7	11.9	-4.0
Cc1ccc(C)c(C(=O)CSc2n[nH]c(C)n2)c1	0.8	1.1	-1.5	16.3	1	1	0.7	-0.8	3.8	-1.6
CCCCc1cc(=O)oc2c(CN3CCCC3)c(O)ccc12	1	1	-11.8	-0.6	1	1	1	0.9	5.2	-2.8
OC(COc1ccc2ccccc2c1)CN1CCN(c2ccc(F)cc2)CC1 (configuration not stated)	0.8	0.8	-11.2	23.8	1	1	0.8	0.4	-37.4	-1.5
CC(C)CCNc1nc2c(cc1C#N)COC(C)(C)C2	0.9	1	-12.0	6.0	1.1	1	1	1.1	7.6	-1.4
CCc1cc(CC)c(/C=N/NC(N)=O)c(CC)c1	1	1	-11.7	-2.4	1	1	1	1.9	8.9	-3.8
COc1cccc(CC2(CO)CCCN(Cc3cc4ccccc4[nH]3)C2)c1 (configuration not stated)	0.9	0.9	-3.5	5.1	1.1	1	0.9	-7.0	7.1	-4.1
Cn1cccc1Cc1nnc(SCC(=O)NCc2ccccc2)n1-c1ccc(F)cc1	0.9	1	-21.0	11.9	1	1.1	1	-6.3	-1.9	-7.3
O=C1NC(=O)C2C1C(c1ccc([N+](=O)[O-])cc1)=NN2Cc1ccccc1 (configuration not stated)	0.8	0.9	7.0	15.8	1.1	0.9	0.9	-5.9	3.7	5.5
O=C(Nc1cccc2ccccc12)N1CCN(Cc2ccccc2)CC1	0.8	0.7	-9.9	19.2	1	1.1	0.9	-1.6	4.0	-5.6
Nc1ncccc1OCc1cccc(C(F)(F)F)c1	1.2	0.9	-5.1	-15.2	1	1	1.1	-10.3	0.9	-2.3
O=C(NCc1ccccn1)c1cccn1-c1ncc(C(F)(F)F)cc1Cl	1	1	-11.1	2.4	1	1	1	-2.7	1.6	-0.3
COc1cccc(-c2cc(C(F)(F)F)nc(NCc3ccco3)n2)c1	0.8	1.6	-9.3	24.7	1	1	1.4	-4.5	-0.1	-3.3
O=c1cc(N2CCN(Cc3ccccc3)CC2)c(-c2ccccc2)n[nH]1	0.9	1	-7.5	14.6	1.1	1	0.9	-2.4	2.5	-3.9
CCOC(=O)N1CCN(C(=O)CN(Cc2ccc(Cl)cc2)S(=O)(=O)c2ccccc2)CC1	1	1.1	-6.8	-1.6	1	1	1	0.2	2.1	-4.5
CCOc1ccc(NS(=O)(=O)c2ccc3c(c2)CCN3C(=O)C2CCC2)cc1	0.7	0.9	-1.6	29.1	1.1	1.1	0.8	-5.7	-0.1	-5.6
CN1CCN(NC(=O)c2ccc(COc3ccccc3Br)o2)CC1	0.9	0.9	-5.4	10.5	1	1	0.9	0.8	4.3	-2.9
CC(C)CNC(=O)CCCSc1nc2ccccc2[nH]1	0.9	0.9	-6.0	7.2	1	1	0.9	3.4	5.1	-2.5
CCN(CC)c1ccc(/C=C/c2nc3ccccc3s2)cc1	0.9	0.9	2.7	11.1	0.4	0.9	0.9	-1.5	3.1	8.9
CN(CCCC(=O)Nc1ccncc1)S(=O)(=O)c1ccc(Cl)cc1	1.1	1.2	-1.1	-12.2	1	1.1	1.1	-1.0	9.6	-8.2
CCN(CC)S(=O)(=O)c1ccc(O)c(NC(=O)c2ccc(N3CCOCC3)c([N+](=O)[O-])c2)c1	0.9	1	2.1	8.6	1.1	1	0.9	4.1	0.2	3.7
CN(CC(=O)Nc1ccc(C#N)cc1)CC(=O)Nc1ccc(N2CCOCC2)cc1	1	1	-10.7	4.3	1	1	1	-4.8	-11.4	1.9
COc1ccc(CC(=O)Nc2cc(Cl)ccc2C(=O)O)cc1	1	1.1	-4.3	-0.4	1.1	1	1.1	-7.0	5.2	-1.7
Cc1cccc(CN2CCN(C(=O)c3ccccc3F)CC2)c1	0.7	0.9	-8.7	25.1	1	1	0.8	-1.8	1.5	-0.2
O=C(COC(=O)c1cccc2ccccc12)Nc1cccnc1Cl	0.9	0.9	-10.3	14.6	1	1	0.8	-1.5	8.6	4.7
COCCNC(=O)CN1c2ccccc2CC1C (configuration not stated)	0.7	0.7	-15.5	31.4	1	1.1	0.8	4.0	17.1	-5.4
Cc1ccc(NS(=O)(=O)c2cc(OCC(N)=O)c(C)cc2Cl)cc1	1	0.9	-2.5	0.3	1	1	0.9	1.9	15.1	3.8
Cc1cc(C)n(-c2nnc(Cl)c3ccccc23)n1	1	0.9	-2.8	1.5	1	1	0.9	-10.3	13.1	-0.4
Cc1cc(C)c(C#N)c(SCS(=O)c2ccc(C(C)(C)C)cc2)n1 (configuration not stated)	1	1	2.4	0.3	0.9	1	1.1	1.3	9.2	-4.6
O=C1CN(C(=S)Nc2ccccc2Cl)CCN1	1	1	-5.1	2.9	1	1	1	-4.8	0.5	-0.8
CC(=O)Nc1ccc(SCC(=O)c2cc(C)n(-c3ccccc3)c2C)cc1	0.8	1	-11.6	17.8	0.7	1	0.8	-2.6	-13.2	-3.3
Cc1ccc(C(=O)Nc2cccc([N+](=O)[O-])c2)cc1S(=O)(=O)Nc1ccc(NC(=O)c2ccccc2)cc1	0.7	0.8	-2.0	26.5	1	1	0.9	0.4	-0.7	-4.0
